# Assay outcomes deposited in PubChem by National Center for Advancing Translational Sciences (NCATS).
# G9a inh: blocks human histone lysine methyltransferase G9a. Q96KQ7. G9a H3K9 monomethylation, AlphaScreen, 2 h. Potency, µM (top dose mostly 102 µM), without a hit: at the top dose activity, negative = inhibition, hits mostly inhibitors. hit rate 8.8% among 350,000. AID 504332; also: % is scaled to controls: 0 for no effect and ±100 for the full control effect; nearly all actives have a fitted effect of over 75% in size
# Target sequence (Q96KQ7 913-1193 limits assumed): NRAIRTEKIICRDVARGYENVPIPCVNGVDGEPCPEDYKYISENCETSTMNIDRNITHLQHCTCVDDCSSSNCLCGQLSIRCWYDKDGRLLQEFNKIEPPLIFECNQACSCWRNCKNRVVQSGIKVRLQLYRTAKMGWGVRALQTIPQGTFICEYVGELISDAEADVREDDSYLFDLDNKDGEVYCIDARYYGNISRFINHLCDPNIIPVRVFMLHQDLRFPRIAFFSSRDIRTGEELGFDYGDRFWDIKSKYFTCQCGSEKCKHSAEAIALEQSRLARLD
#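 Signal arises when biotinylated H3K9 peptide, once monomethylated, bridges streptavidin donor and antibody-captured acceptor beads. Enzyme at 20 nM was preincubated 15 min with test compounds; peptide 500 nM and SAM 20 uM then reacted for 2 h.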
# BAZ2B inh: inhibitors of human BAZ2B bromodomain. Q9UIF8. AlphaScreen BAZ2B-H3K14Ac peptide displacement. hit rate 4.4% among 360,000. Potency, µM (titrated, usually from 114 µM), for inactives: at the highest dose activity change, negative = inhibition, usual class: inhibitors. AID 504333; also: % is scaled to controls: 0 for no effect and ±100 for the full control effect; nearly all actives have a fitted effect of over 60% in size
#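 AlphaScreen displacement: compounds (up to 110uM) incubated 30 min at room temperature with a preformed 50 nM BAZ2B/50 nM biotinylated H3K14Ac peptide complex in PBS pH 7.4 with Tween-20. Donor and acceptor beads at 10 ug/mL final added, 20 min light-protected before reading.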
# GLS inh: glutaminase GLS (human) inhibition. O94925. GLS enzymatic activity, qHTS titration. Potency, µM (series often up to 45.5 µM), without a hit: at the top dose activity change, negative = inhibition, actives largely listed as inhibitors. hit rate 0.21% among 410,000. AID 624170; also: % is scaled to controls: 0 for no effect and ±100 for the full control effect
# Target sequence (O94925 whole entry, looked up): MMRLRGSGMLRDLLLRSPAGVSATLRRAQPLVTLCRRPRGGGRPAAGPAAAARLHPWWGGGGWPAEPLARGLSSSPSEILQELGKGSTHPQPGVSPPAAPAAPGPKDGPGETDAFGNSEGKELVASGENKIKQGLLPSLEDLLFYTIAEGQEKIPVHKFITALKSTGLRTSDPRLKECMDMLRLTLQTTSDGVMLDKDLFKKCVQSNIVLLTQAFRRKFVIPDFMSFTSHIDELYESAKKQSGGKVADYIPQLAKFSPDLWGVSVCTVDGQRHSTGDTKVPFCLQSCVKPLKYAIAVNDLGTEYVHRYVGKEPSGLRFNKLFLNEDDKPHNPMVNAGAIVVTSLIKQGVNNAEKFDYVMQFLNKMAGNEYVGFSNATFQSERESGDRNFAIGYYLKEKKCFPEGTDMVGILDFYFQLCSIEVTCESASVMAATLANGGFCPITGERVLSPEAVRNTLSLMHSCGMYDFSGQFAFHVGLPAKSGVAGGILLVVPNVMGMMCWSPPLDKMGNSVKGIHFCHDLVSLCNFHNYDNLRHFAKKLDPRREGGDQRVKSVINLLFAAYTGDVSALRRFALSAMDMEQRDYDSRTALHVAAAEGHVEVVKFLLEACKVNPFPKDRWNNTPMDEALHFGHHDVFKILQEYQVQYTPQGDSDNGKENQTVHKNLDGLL
#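 hKGA; 45 mM KH2PO4 pH 8.2 + 0.02% Tween-20; cpd via pin tool; 1 mM Gln soln; GluOx/HRP/Amplex Red; RT 30 min; fluor. t0 & final.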
# HP1b chromo inh: blocks HP1-beta chromodomain binding to methylated histone tails. Potency, µM (series often up to 114 µM), for the others: at the top dose activity change, negative = inhibition, usual class: inhibitors. hit rate 0.56% among 390,000. AlphaScreen HP1-beta / biotin-H3K9me3 peptide binding; also: nearly all actives have a fitted effect of over 70% in size; inactives centre near 23
#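 HP1-beta protein (50 nM final) preincubated 30 min at room temperature with biotinylated H3(1-18)K9me3 peptide (50 nM) in PBS pH 7.4, 0.01% Tween-20, then compound added for 30 min. AlphaScreen streptavidin donor/nickel chelate acceptor beads (10 ug/mL final), 30 min dark, luminescence read.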
# BLM helicase inh: blocks DNA unwinding by human BLM helicase; hit rate 0.2% among 350,000; AID 2528; P54132; Potency, µM (highest dose often 56.1 µM), inactives show at the top dose activity change, negative = inhibition, actives largely listed as inhibitors; recombinant BLM DNA unwinding, fluorescence dequenching;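 also: plate controls were vehicle for no effect and no enzyme for full effect; nearly all actives have a fitted effect of over 35% in size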
# Pin1 inhibitor: human Pin1 inhibition; Pin1 FP peptide displacement, HiFluor488, 10 min; hit rate 0.009% among 390,000; Potency, µM (titrated, usually from 115 µM), without a hit: top-dose activity, negative = inhibition, usual class: inhibitors; Q13526; active = well fitted inhibition curve with a large enough effect in the polarisation, with a control signal flat, not every such curve was filed as active; inconclusive = small, poorly fitted or top-dose-only effect, or effect the other way, or a change in a side signal; inactive = no such curve, though single readings can be large or run the other way; the % refers to the polarisation; also: % is scaled to controls: 0 for no effect and ±100 for the full control effect
# POLI inh: inhibitors of human DNA polymerase iota | Q9UNA4 | Pol iota fluorescent replication assay, 10 min | Potency, µM (top dose mostly 115 µM), for inactives: at the top dose activity, negative = inhibition, hits mostly inhibitors | hit rate 1% among 390,000 | AID 588590
#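 Fluorescent replication assay read twice, at 0 min and 10 min after adding 50 nM (final) substrate. Enzyme (10 nM) and compounds were first incubated 15 min at room temperature; enzyme-free buffer wells were negative controls.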
# JMJD2A Tudor: inhibitors of human JMJD2A Tudor domain; hit rate 4.4% among 390,000; Potency, µM (titrated, usually from 114 µM), for the others: top-dose activity change, negative = inhibition, usual class: inhibitors; AlphaScreen JMJD2A-Tudor / H3K4me3 peptide binding; O75164; also: % is scaled to controls: 0 for no effect and ±100 for the full control effect; nearly all actives have a fitted effect of over 50% in size
# Tb PGK inh: blocks T. brucei phosphoglycerate kinase. PGK/GAPDH coupled, Kinase-Glo luminescence, 60 min. P07378. Potency, µM (top dose mostly 57.5 µM), for the others: at the top dose activity change, negative = inhibition, usual class: inhibitors. AID 602233. hit rate 0.043% among 380,000; also: % is scaled to controls: 0 for no effect and ±100 for the full control effect; nearly all actives have a fitted effect of over 60% in size
#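 Recombinant glycosomal PGK reaction used 1,3-bisphosphoglycerate generated in-well by GAPDH (100nM final) in 100mM TEA pH 7.6, 5mM MgCl2, 0.01% Tween-20. After 60 minutes at room temperature, ATP was read by Kinase-Glo Plus luminescence end-point.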
# The depositor's hits bear a star; i = inactive; ? = inconclusive; nt = no result given; & = joins results of further samples; [ ] = another dose, or the depositor's remark. Unless noted, calls follow the shape of the dose curve; as a rule, active = well fitted curve in the direction sought with a large enough effect; inconclusive = small, poorly fitted or top-dose-only effect, or another doubt; inactive = no such curve, though single readings can be large; an effect the other way counts as inactive or inconclusive. Potency is read from the fitted curve at half-maximal effect. Only part of the results is shown. The share of hits here may be higher or lower than overall.
No.	Molecule	G9a inh	BAZ2B inh	GLS inh	HP1b chromo inh	BLM helicase inh	Pin1 inhibitor	POLI inh	JMJD2A Tudor	Tb PGK inh
1	CC(C)(C)C1CCC(OCC(O)CN2CCCC2)CC1 (centres undefined)	nt	-1%	0%	33%	2%	-3%	46%[activator]	-1%	1%
2	C#CC[N+]1(CC#Cc2ccccc2)CCOCC1	?	?	-11%	26%	3%	-10%	27%	-4%	5%
3	O=C(NCCNCCO)C1(C(F)(F)F)C/C(=C\Cc2ccccc2)CCCO1 (centres undefined)	nt	nt	-1%	40%&16%[activator]	0%	-2%&0%	50%&39%[activator]	-9%&-8%	6%
4	Cc1ccc(C(=O)N2CCN(C(=O)c3ccccc3)C2c2ccc(N(C)C)cc2)cc1 (centres undefined)	?	?	14%	2%	4%	-1%	16%	?	-7%
5	CCc1cccc(C)c1NC(=O)CSc1nnc(C)o1	16%	-1%	0%	27%	1%	3%	20%	3%	-7%
6	O=C(CSc1ncn[nH]1)NNC(=O)c1ccccc1	9%[0.501 µM]	5%	-1%	37%	nt	-11%	-8%	7.9µM*	-7%
7	NC(=O)c1cc(S(=O)(=O)N2CCOCC2)ccc1N1CCCC1	48%[activator]	5%	14%	19%	-3%	5%	-11%	-13%	-5%
8	CC(=O)c1c(COC(=O)c2ccc(Cl)cc2)nc2ccccc2[n+]1[O-]	-12%	-16%	4%	33%	-6%	2%	37%[activator]	4%	4%
9	COc1ccccc1CNS(=O)(=O)c1cccc2nsnc12	10%[12.7 µM]	-8%	1%	28%	-5%	1%	17%	-10%	-7%
10	COCc1nc2ccccc2n1CCc1ccccc1	8%	2%	-1%	27%	-6%	-3%	-2%	-8%	-5%
11	CCSc1nc(-c2cccc(Cl)c2)nc2c1Cc1c(CO)cnc(C)c1O2	1%[59 µM]	-3%	-1%	30%	0%	1%	-11%	7%	0%
12	CCN(CC(=O)NCc1ccc(F)cc1)C(=O)c1ccc(COc2ccccc2)cc1	?	4%	4%	16%	-6%	-1%	23%	-12%	-3%
13	O=C(Nc1ccc(Cl)cc1)C1C2CCC3C(CCC21)C3(Cl)Cl (centres undefined)	20%[0.501 µM]	-6%	2%	7%	-13%	7%	0%	-6%	-8%
14	Cc1ccc(-c2nnn3c2nc(Cl)c2ccccc23)cc1	31%[activator]	nt	-3%	56%[activator]	2%	?	5%	13%	1%
15	O=C(CSc1nnc(CNC(=O)c2cccc(C(F)(F)F)c2)o1)NC1CCCC1	19%	-12%	23%	18%	-2%	-11%	32%[activator]	-9%	8%
16	Nn1c(CN2CCCCC2)nc2ccccc2c1=O	6%[12.7 µM]	10%	1%	40%	2%	-5%	35%[activator]	-7%	nt
17	O=C(O)c1cccc(NC(=S)NC(NC(=O)c2ccccc2[N+](=O)[O-])C(Cl)(Cl)Cl)c1 (centres undefined)	?	4%	3%	39%	-4%	-3%	25%	-7%	3%
18	COc1cccc(-c2nn(Cc3ccccc3)cc2CO)c1	-1%	-24%	-5%	25%	-1%	-3%	14%	6%	-6%
19	CC1(C(=O)O)CC(C)(C(=O)O)CC(C)(C(=O)O)C1 (centres undefined)	0%[59 µM]	-8%	6%	19%	1%	0%	5%	-15%	0%
20	O=C(NC1CCCCCC1)C1CCCN(c2ncccn2)C1 (centres undefined)	-23%	?	-6%	28%	-1%	-9%	18%	-11%	-1%
21	COc1ccccc1-c1nnc2n1N=C(c1ccc(OC(F)F)c(OCC3CC3)c1)CS2	nt	nt	2%	57%[activator]	nt	1%	15%	-12%	-5%
22	CCC(=O)Oc1ccc(-c2nc(-c3cccnc3)no2)cc1	?	2%	1%	24%	-3%	1%	2%	3%	?
23	COc1ccc(OCc2cc(C(=O)N3CCCC(CO)C3)no2)c2ccccc12 (centres undefined)	?	?	-2%	-7%	-10%	0%	54%[activator]	?	1%
24	Cc1nnc(NC(=O)c2nc(SCc3ccccc3F)ncc2Cl)s1	12%[59 µM]	15%	17%	64%[activator]	6%	1%	-12%	-14%	-8%
25	Cc1[nH]nc2c1C1(CCC(c3ccccc3)CC1)C(C#N)=C(N)O2 (centres undefined)	-37%[12.7 µM]	-32%	-5%	20%	-2%	-7%	17%	-18%	i
26	COC(=O)CCCC1=CC2=CC(=O)C(C)(OC(=O)c3cccs3)C(=O)C2=CN1c1ccccc1 (centres undefined)	nt	nt	-11%	-6%	-18%[12.4 µM]	?	?	-27%	-3%
27	CC(=O)c1cccc(NC(=O)c2ccc3nc(C(C)C)oc3c2)c1	3%[59 µM]	-7%	-4%	11%[57 µM]	0%	-2%	9%	-13%	i
28	COc1ccc(S(=O)(=O)N(C)C[C@H]2Oc3ccc(NC(=O)NC4CCCCC4)cc3C(=O)N([C@H](C)CO)C[C@@H]2C)cc1	nt	nt	-6%	23%	nt	0%	-8%	-22%	-3%
29	CCCCC1(CC)C(=O)NC(=O)NC1=Nc1ccc(OC)cc1 (centres undefined)	46%[12.7 µM]	12%	-3%	15%	0%	0%	3%	-12%	0%
30	O=C(COc1ccc(F)cc1)Nc1ccc2nc(SCC(=O)N3CCc4ccccc43)sc2c1	-6%[59 µM]	0%	5%	36%[activator]	-3%	9%	19%	-1%	i
31	COc1cc(NC(=O)Cc2ccccc2OC)cc(OC)c1	10%[12.7 µM]	1%	3%	25%	1%	-8%	25%	-13%	6%
32	COc1cc(NC2c3ccccc3C(=O)N2Cc2ccc3c(c2)OCO3)cc(OC)c1OC (centres undefined)	?	-28%	4%	7%	3%	5%	-6%	-32%	-6%
33	CCc1cccc(C)c1NC(=O)Nc1c(Br)cnn1C	4%	-17%	-12%	49%[activator]	-1%	-1%	-29%	-7%	nt
34	C=CCN(c1cccc(C(F)(F)F)c1)S(=O)(=O)c1cccc(C(=O)OCC(=O)Nc2ccccc2)c1	8%[59 µM]	2%	-3%	60%[activator]	-6%	9%	153%[activator]	2%	4%
35	COC(=O)c1ccccc1Oc1c(F)c(F)nc(N2CCOCC2)c1F	48%[12.7 µM]	15%	6%	43%[activator]	-4%	1%	0%	24%	nt
36	Cc1ccc2[nH]c(CN3CCC(CO)(CC4CCCCO4)CC3)c(C)c2c1 (centres undefined)	nt	?	?	-4%	2%	-3%	60%[activator]	?	7%
37	CCN1CCN(CCCOc2ccc(-c3ccccc3)cc2)CC1	19%[59 µM]	10%	8%	4%	-6%	-1%	17%	-28%	nt
38	OC(CNCc1ccccc1F)COc1cccc2ccccc12 (centres undefined)	-1%	-18%	-9%	4%	-11%	-1%	23%	-23%	0%
39	Cc1ccc(NC(=O)CSc2ccc3nnc(CCNS(=O)(=O)c4ccccc4)n3n2)cc1Cl	-5%[59 µM]	?	8%	39%	2%	11%	21%	-4%	-1%
40	CC(NC(=O)c1ccc(NC(=O)CC2SC(N3CCCC3)=NC2=O)cc1)c1ccccc1 (centres undefined)	1%[59 µM]	9%	0%	16%	nt	6%	1%	-15%	-1%
41	CCCn1c(N)c(N(CCOC)C(=O)CSc2ccccc2)c(=O)[nH]c1=O	6%[59 µM]	-4%	-10%	40%[activator]	nt	-12%	46%[activator]	2%	i
42	O=c1[nH]c2ccc(Br)cc2c(-c2ccccc2)c1CN1CCOCC1	50µM*	-11%	3%	13%	2%	-3%	-21%	?	-8%
43	O=S(=O)(NCc1csc(-c2cccnc2)n1)c1cccs1	?	7%	-2%	37%	-2%	-1%	10%	1%	6%
44	CCOc1ccc(CCNC(=O)CCN2N=C(c3ccc(OC)cc3)CCC2=O)cc1OCC	-8%[59 µM]	-3%	8%	38%	3%	0%	6%	-14%	i
45	COc1ccc(Cn2nnnc2C(c2cc3cccc(C)c3[nH]c2=O)N2CCOCC2)cc1 (centres undefined)	20%[2.33 µM]	-38%	0%	30%	-2%	?	4%	-4%	5%
46	CC1=C(C(=O)OC(C)C)C(c2ccccc2)NC(=S)N1C (centres undefined)	10%[59 µM]	-37%	9%	-9%	0%	1%	11%	-27%	i
47	CCc1nnc(NC(=O)C2c3ccccc3Oc3ccccc32)s1	2%[59 µM]	1%	-1%	24%	7%	1%	7%	-25%	-9%
48	CCn1nnnc1SCC(=O)c1ccc(C)cc1C	?	3%	9%	54%	-7%	0%	5%	2%	10%
49	Cc1ccc2c([N+](=O)[O-])c(C)ccc2n1	-4%[59 µM]	-24%	8%	15%	1%	2%	13%	-13%	7%
50	COc1ccc(N2C(=O)c3cccc4cc(Br)cc(c34)C2=O)cc1	nt	-5%	0%	48%[activator]	-3%	-5%	10%	-11%	i

# Following part
No.	Molecule	G9a inh	BAZ2B inh	GLS inh	HP1b chromo inh	BLM helicase inh	Pin1 inhibitor	POLI inh	JMJD2A Tudor	Tb PGK inh
51	CC1CCCCN1CCNC(=O)Cn1nc(-c2ccccc2)ccc1=O (centres undefined)	9%[59 µM]	12%	1%	17%	1%	-2%	27%	-2%	nt
52	Cc1nc(C(=O)NC2CCCCC2)sc1C1(C)CC(c2cccc([N+](=O)[O-])c2)=NO1 (centres undefined)	-16%[59 µM]	-37%	-9%	14%	-8%	0%	35%[activator]	-29%	-5%
53	O=C(COC(=O)COc1ccccc1)Nc1cccc([N+](=O)[O-])c1	-49%	-23%	8%	-3%	-3%	-2%	46%[activator]	-20%	-9%
54	CCN(C(=O)c1ccc(S(=O)(=O)N2CCOCC2)cc1)C1CCS(=O)(=O)C1 (centres undefined)	0%[59 µM]	-4%	0%	27%	nt	-3%	15%	-8%	4%
55	COc1cc(OC)c(NC(=O)Cc2cccs2)cc1Cl	-15%	7%	5%	44%[activator]	-6%	-3%	19%	1%	i

# Printed as active in JMJD2A Tudor, among the entries above:
No.	Molecule	G9a inh	BAZ2B inh	GLS inh	HP1b chromo inh	BLM helicase inh	Pin1 inhibitor	POLI inh	JMJD2A Tudor	Tb PGK inh
6	O=C(CSc1ncn[nH]1)NNC(=O)c1ccccc1	9%[0.501 µM]	5%	-1%	37%	nt	-11%	-8%	7.9µM*	-7%
